Assay outcomes deposited in PubChem BioAssay by Broad Institute.
BL2 CD40 inh: CD40 pathway inhibition in BL2 cells; inhibition, % at 10 µM; AID 1053188; 0.94% of 83,000 active; BL2 NF-kB luciferase reporter, CD40L-induced, 4 h;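 active means mean inhibition of at least 50% with a set share of replicates also reaching that level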;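 further: 0% = neutral control wells and 100% = IKK inhibitor VII at 50 µM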
* hit, by the source's call; [ ] = remark or other dose. A portion of the library; rates above refer to the full screens.

BL2 CD40 inh,structure
77.9*,Cc1cc(C(=O)N2CCN(c3ccccc3Cl)CC2)c(C)o1
6.9[25 µM],CCCC#Cc1cnc2c(c1)C(=O)N([C@@H](C)CO)C[C@@H](C)[C@@H](CN(C)C(=O)Cc1ccncc1)O2
8.8,O=C(NC[C@H]1N[C@H](CO)[C@@H]1c1ccc(C2=CCCCC2)cc1)c1cccc(F)c1
-17.4,O=C(Nc1ccccc1)N1C[C@H]2[C@@H](c3ccccc31)[C@@H](CO)N2C(=O)c1ccccc1F
26.3,Cc1nc(NC(C)c2ccccc2)c2c3c(sc2n1)CCC3 (configuration not stated)
4.1,CCOC(=O)c1sc(C)c(C(=O)NCC(C)(C)CN(C)C)c1N
6.7,CCN1C(=O)c2ccccc2Sc2ccc(C(=O)NCCCN3CCCCC3)cc21
5.0,N#CCCCCN1CCCC1
-1.9[25 µM],CCN1CC(=O)N2[C@H](CO)[C@@H](c3ccc(Br)cc3)[C@@H]2C1
7.7,O=C(NCc1ccco1)C1CCCN1S(=O)(=O)c1ccc2ccccc2c1 (configuration not stated)

BL2 CD40 inh,structure
6.0[25 µM],COc1ccc(CNC(=O)C[C@H]2CC[C@H](NC(=O)CN(C)C)[C@H](CO)O2)cc1
0.2,CCOC(=O)c1c(C)[nH]c(C(=O)Cn2nnc(-c3ccccc3)n2)c1C
2.0,CCCCC(CC)CNC(=O)c1cccs1 (configuration not stated)
-0.6[25 µM],COc1ccccc1S(=O)(=O)N[C@H]1C=C[C@@H](CC(=O)N2CCOCC2)O[C@@H]1CO
-17.8[25 µM],CCCNC(=O)N1CC2(CN(Cc3cccnc3)C2)c2c(n(C)c3cc(OC)ccc23)[C@H]1CO
-41.9,COc1cccc(C(=O)Nc2cccc(-c3ccccc3)c2)c1
-12.6[25 µM],O=C(Cc1ccccn1)N1CC(=O)N2[C@H](CO)[C@H](c3ccc(C#CCC4CCCC4)cc3)[C@H]2C1
-5.1,O=C(CCCSc1ccccc1)Nc1nc(-c2ccccn2)cs1
2.3,CCCn1c(CC)nc([N+](=O)[O-])c1Sc1ncn[nH]1
4.3,CCNC(=O)/N=C1/NC(=O)C(C(C)C)O1 (configuration not stated)

BL2 CD40 inh,structure
1.0,Cc1cc(C)c(C(=O)COC(=O)c2cccc(S(=O)(=O)N3CCOCC3)c2)cc1C
-13.5,COc1cccc(-c2cn(CC[C@@H]3CC[C@@H](NC(=O)CC4CC4)[C@@H](CO)O3)nn2)c1
11.3,N#Cc1ccc(CN2CCN(C(=O)CCNS(=O)(=O)c3ccc(F)c(F)c3)CC2)cc1
-15.7[25 µM],O=C1CNC[C@@H]2[C@H](c3ccc(C#Cc4cccnc4)cc3)[C@H](CO)N12
9.3,CCCC(=O)NC(C)c1nc2ccccc2n1C (configuration not stated)
7.2,CN(C)CCNC(=O)Nc1cccc(Cl)c1Cl
0.3,N#C[C@H]1[C@@H](c2ccc(C#CC3CCCC3)cc2)[C@@H](CO)N1S(=O)(=O)Cc1ccccc1
-16.4,Cc1ccc(NC(=O)CN(C)C(=O)COC(=O)/C=C/c2cccs2)cc1
8.0,O=C(c1ccc(F)cc1)N1CC(=O)N2[C@H](CO)[C@H](c3ccc(C#CC4CCCC4)cc3)[C@@H]2C1
9.5,O=C(c1cscn1)N1CCCC(N2CCN(c3ccc(F)cc3)CC2)C1 (configuration not stated)

BL2 CD40 inh,structure
25.6,COc1ccc(Cc2nnc(Nc3ccc(C)cc3)o2)cc1OC
11.6,CN(C)C(=O)CSc1nnc(-c2ccncc2)n1Cc1ccco1
2.4,CCOC(=O)N/N=C/c1cccnc1
5.8,O=[N+]([O-])c1ccc(-n2cccn2)c(-c2nn[nH]n2)c1
1.9,COc1ccccc1C(=O)N1C[C@@H]2[C@H](c3ccccc31)[C@H](CO)N2C(=O)C1CCCC1
2.1[25 µM],CO[C@@H]1CN(C)C(=O)c2cc(NC(C)=O)ccc2OC[C@H](C)N(S(C)(=O)=O)C[C@H]1C
2.3,Cc1cc(C(F)(F)F)nn1CC(=O)N1CCCCC1C (configuration not stated)
-56.4,O=C(Nc1cccc2[nH]ncc12)c1ccc(F)cc1
95.4*,CCOC(=O)c1c(SCCN2CCCCC2)n(-c2ccccc2)c(=S)n(-c2ccccc2)c1=O
-0.9[25 µM],C[C@@H]1CN([C@H](C)CO)C(=O)CCCn2nncc2CO[C@H]1CN(C)C(=O)CCC(F)(F)F

BL2 CD40 inh,structure
-2.5,Cc1ccnc(NS(=O)(=O)c2ccc3c(c2)CCO3)c1
-10.0,COCCNc1nnc(SCC(=O)NC2CCCCC2)s1
1.9,O=C(NN=Cc1ccccc1C(=O)O)c1ccc(NS(=O)(=O)c2cccs2)cc1
8.8,NS(=O)(=O)c1ccc(CNC(=O)C2(c3ccc(Cl)cc3)CC2)cc1
0.9,O=C(COC(=O)c1cnccn1)Nc1ccccc1-c1ccccc1
-8.2[25 µM],CCS(=O)(=O)N1CC2(C1)[C@@H](c1ccccc1)[C@H](CO)N2Cc1ccccn1
0.2,CCCN1CCN(CCCNC(=O)c2cc3c(=O)n(C)c4ccccc4c3n2C)CC1
9.8,O=C(NCc1cccc(CNC(=O)c2ccco2)c1)c1ccco1
-22.1[25 µM],CCc1nc(N2[C@@H](C#N)[C@H](c3ccccc3-c3ccccc3C)[C@@H]2CO)sc1C
3.3,O=S(=O)(c1ccccc1)N1C[C@@H]2[C@H](c3ccccc31)[C@@H](CO)N2Cc1ccc2c(c1)OCO2

BL2 CD40 inh,structure
-15.1,Cc1nn(-c2cc(N3CCOCC3)ccc2[N+](=O)[O-])c(=O)c2ccccc12
14.8,Cc1ccc(C(=O)O/N=C/c2c(Cl)n(C)c3ccccc23)cc1
17.5,COC(=O)C1CC(=O)N(c2ccc(C)cc2)C1 (configuration not stated)
-100.4,Cc1cc(C)n(-c2ccc(C(=O)Nc3nc4ccccc4s3)cc2)n1
-9.8,Cc1cccc2cc(CN(Cc3ccco3)S(=O)(=O)c3ccc4c(c3)OCCO4)c(=O)[nH]c12
8.1,COC(C(=O)Nc1ccc(S(=O)(=O)Nc2ccc(F)cc2)cc1)c1ccccc1 (configuration not stated)
5.8,Cc1cc(-c2csc(N)n2)c(C)n1CCC(C)C
6.0,CCN1CCN(C(=O)C2c3cc(OC)c(OC)cc3C(=O)N3CCc4ccccc4C23)CC1 (configuration not stated)
-6.4[25 µM],COC(=O)C[C@H]1CC[C@H]2[C@@H](COC[C@H](O)CN2S(=O)(=O)c2cn(C)cn2)O1
1.3,CC(=O)C(Cc1cccc(F)c1)(Cc1cccc(F)c1)C(C)=O

BL2 CD40 inh,structure
-6.7,O=C(COC(=O)c1ccc(Cl)nc1)NNC(=O)c1ccc(Br)cc1
-1.6,COc1cc(OC)cc(C(=O)NCc2cc(C)nc3ccccc23)c1
8.1,O=C(NCCCN1CCCC1=O)c1ccc(CNS(=O)(=O)c2ccc(F)cc2)cc1
-9.3,Cn1c(C(=O)NCc2ccc3c(c2)OCO3)cc2sccc21
1.6,COc1cc2c(cc1OC)C(C)N(C(=O)c1nccnc1C(=O)O)CC2 (configuration not stated)
2.7,CCOC(=O)c1c(NC(=O)CSc2nc3ccccc3[nH]2)sc2c1CC(C)(C)NC2(C)C
9.0,COC(=O)c1scc(S(C)(=O)=O)c1-n1cccc1
2.4,COc1ccccc1CNC(=O)C1CCCN(S(=O)(=O)c2cnc[nH]2)C1 (configuration not stated)
-0.7[25 µM],C[C@H]1CN([C@@H](C)CO)C(=O)CCCn2nncc2CO[C@H]1CN(C)Cc1ccc2c(c1)OCCN2C
0.3,O=C(N1CCOCC1)C12CC3CC(C1)CC(c1ccccc1)(C3)C2

BL2 CD40 inh,structure
-2.5,COc1ccc(-n2cc(CNC3CCOCC3)c(-c3cccc(F)c3)n2)cc1
-0.4,Cc1nnc(SCC(=O)N2CC(=O)Nc3ccccc32)s1
13.2,Nc1c(C(=O)CSc2n[nH]c(-c3ccccc3Br)n2)c(=O)[nH]c(=O)n1C1CC1
5.4,CCc1ccc2c(c1)C(NC(C)=O)C(=O)N2CC (configuration not stated)
-9.8,O=C1CSC(=S)N1N=Cc1ccc(OCc2ccccc2)cc1
2.8,O=C(NCC1CCCO1)C1c2ccccc2C(=O)N1C1CCCCCCC1 (configuration not stated)
-12.3,CN(C(=O)c1ccc(N2CCOCC2)c([N+](=O)[O-])c1)C1CCCCC1
0.9,Nc1cc(Cl)ccc1N1CCCC1
-10.2[25 µM],CN1C(=O)c2cc(NC(=O)Nc3ccccc3F)ccc2OC[C@H]2O[C@H](CC(=O)NCCc3ccncc3)CC[C@@H]21
-46.9,CCN1CCN(c2ccc(NC(=O)c3cccc(N4CCCC4=O)c3)cc2)CC1

BL2 CD40 inh,structure
-2.0,OC(CNC1CCCCC1)COCCOc1ccc(Br)cc1 (configuration not stated)
1.3[25 µM],COCC(=O)N1C[C@H]2[C@@H](c3ccccc31)[C@@H](CO)N2C(=O)C1CCCC1
7.2,N#Cc1ccsc1NC(=O)c1cnccn1
13.3,N#C[C@@H]1N[C@H](CO)[C@H]1c1ccc(C#CC2CCCC2)cc1
-13.6,COc1ccc(OCCCC(=O)Nc2cccc(S(=O)(=O)N3CCCCCC3)c2)cc1
0.4,O=C(CCn1ccc2cc(S(=O)(=O)N3CCCC3)ccc21)NCc1ccccc1
-5.3,O=c1[nH]c(-c2ccccc2)ncc1OCc1ccccc1
20.9[25 µM],COc1ccccc1NC(=O)N1CCCCN2[C@@H](CO)[C@@H](c3ccc(C#CC4CCCC4)cc3)[C@@H]2C1
5.8,CC(OCC(O)CNCC1COc2ccccc2O1)c1ccc(Cl)cc1 (configuration not stated)
0.5,COc1ccccc1-n1cc(CN2CCN(CC(C)C)C(CCO)C2)cn1 (configuration not stated)

BL2 CD40 inh,structure
-0.6,O=C(CSc1nc(C2CC2)n(-c2ccccc2)n1)NCc1ccco1
4.6,COc1ccc(CN(CCC(c2ccco2)C(C)C)C(C)=O)cc1OC (configuration not stated)
-1.3,CCN(c1ccc(NC(=O)c2ccc(N3CCCC3=O)cc2)cc1)C(C)C
0.0,Cc1noc(C)c1NC(=O)Nc1ccc2c(c1)C(=O)N([C@H](C)CO)C[C@@H](C)[C@@H](CN(C)S(=O)(=O)c1ccc(Cl)cc1)OCCCC[C@H](C)O2
-4.4,O=Cc1ccc(OC(=O)c2cccnc2)cc1
8.9,CC1Cc2ccccc2N1C(=O)COC(=O)Cn1nnc(-c2ccccc2)n1 (configuration not stated)
7.5,CCN(C(=O)C1CC1)C1CCS(=O)(=O)C1 (configuration not stated)
-77.7,C[C@H](CO)N1C[C@H](C)[C@H](CN(C)C(=O)Nc2ccc3c(c2)OCCO3)OCc2cn(nn2)CCCC1=O
39.6[25 µM],C[C@@H]1CCCCO[C@H](CN(C)S(=O)(=O)c2ccc(Cl)cc2)[C@H](C)CN([C@@H](C)CO)C(=O)c2cc(NC(=O)Nc3ccc(C(F)(F)F)cc3)ccc2O1
15.1,O=C(Oc1ccc(=O)n(-c2ccccc2)n1)c1ccc(F)cc1

BL2 CD40 inh,structure
25.4,CCOC(=O)c1cc(-c2ccc3c(c2)OCCO3)nc2c1c(C)nn2CCC#N
11.8,O=C(C1CC1)N1CCc2cc(S(=O)(=O)NCCC3=CCCCC3)ccc21
-10.3,CC1CCCCN1CCNC(=O)c1cc2c(=O)n(C)c3ccccc3c2n1C (configuration not stated)
-9.2,O=c1c2ccccc2nc2c3ccccc3c3nncn3n12
1.1,CC1Cc2cc(C(=O)O)ccc2O1 (configuration not stated)
-55.8,O=C(Nc1ccccc1)OCc1ccccn1
6.5,COc1ccc(CCNC(=O)Cn2c(-c3nonc3N)nc3ccccc32)cc1OC
-22.8,COc1ccc2nc(C(F)(F)Cl)c(C#N)c(N)c2c1
-20.3[25 µM],O=C(C[C@H]1C[C@@H]2c3cc(NC(=O)C4CCOCC4)ccc3O[C@@H]2[C@H](CO)O1)NCCN1CCCCC1
11.1,CCN(C(=O)COC(=O)Cn1c(=O)oc2ccccc21)c1c(N)n(Cc2ccccc2)c(=O)[nH]c1=O

BL2 CD40 inh,structure
-16.2,O=C(Nc1cccc2ncccc12)c1ccc(-c2ccc(Br)cc2)o1
5.4,O=C(CN1CCOCC1)N[C@H]1CC[C@H](CCn2cc(C3CCCC3)nn2)O[C@@H]1CO
-26.2,CCOc1ccc(-c2cc(CCCC(=O)Nc3cccc(OC)c3)no2)cc1
4.7,Nc1nc(NCC2CCCO2)nc(Nc2ccc(F)cc2)c1[N+](=O)[O-] (configuration not stated)
-6.0[25 µM],CO[C@H]1CN(C)C(=O)c2cc(NC(=O)CC(F)(F)F)ccc2OC[C@@H](C)N(CC2CC2)C[C@@H]1C
3.7,Cc1cc(C)nc(NC2=NC3CCCCC3N2)n1 (configuration not stated)
87.3*,c1ccc(-c2nc(-c3ccccn3)no2)cc1
2.6,Cc1ccc(S(=O)(=O)N2CCN(C(=O)c3cc4c(s3)CCC(C)C4)CC2)cc1 (configuration not stated)
4.4,O=C(Nc1ccc(S(=O)(=O)NCc2ccccc2)cc1)C1CCCCC1
-8.6,Nc1nc2nc(-c3ccccc3)cc(C(F)(F)F)c2s1
-11.3[25 µM],CN(C[C@@H]1N[C@H](CO)[C@H]1c1ccccc1)C(=O)c1ccccn1
